SRC1 inh – inhibitors of human steroid receptor coactivator 1 (SRC1) | inhibition, % at 3.6 µM | HEK293 GAL4-SRC1 luciferase reporter, luminescence | Q15788 | AID 588354 | 0.12% of 360,000 active;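 active means inhibition above the campaign mean plus 3 SD, with each screening campaign given its own cutoff, cut at about 60% in these data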;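 further: 0% = DMSO treated cells and 100% = gossypol at 36 µM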
SRC3 inh – inhibitors of human steroid receptor coactivator 3 (SRC3); inhibition, % at 3.6 µM; Q9Y6Q9; AID 588352; HEK293 GAL4-SRC3 luciferase reporter, luminescence; 0.17% of 360,000 active;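 active means inhibition above a per-campaign cutoff, the mean of all compounds plus 3 SD, cut at about 60% in these data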;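 further: 0% = DMSO-treated cells and 100% = gossypol-treated cells at 36 µM; higher means less SRC3-driven luciferase light from the GAL4 reporter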
NOD2 RIPK2 PPI – NOD2-RIPK2 protein interaction inhibition; O43353; 0.38% of 360,000 active; inhibition, % at 4.98 µM; CHO BLA complementation NOD2-RIPK2, CCF4 ratio; in the data active means inhibition above about 21%;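 further: 0% = vehicle only and 100% = reference blocker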
EBV LMP1 NFkB – Epstein-Barr LMP1 NF-kappaB reporter inhibition; LMP1-induced NF-kappaB luciferase reporter cells, luminescence; inhibition, % at 12.5 µM; 0.69% of 350,000 active; in the data active means inhibition above about 41%;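 further: 0% = neutral control wells and 100% = reference inhibitor control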
TLR9-MyD88 block – TLR9-MyD88 interaction inhibition; inhibition, % at 4.98 µM; CHO BLA complementation TLR9-MyD88, CCF4 FRET ratio; Q9NR96+Q99836; 0.21% of 340,000 active; AID 504734;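 active means inhibition above the mean over all tested compounds plus 3 SD, cut at about 21% in these data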;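 further: 0% = DMSO only wells and 100% = clavulanate BLA inhibitor control wells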
Target sequence (Q99836 whole entry, looked up): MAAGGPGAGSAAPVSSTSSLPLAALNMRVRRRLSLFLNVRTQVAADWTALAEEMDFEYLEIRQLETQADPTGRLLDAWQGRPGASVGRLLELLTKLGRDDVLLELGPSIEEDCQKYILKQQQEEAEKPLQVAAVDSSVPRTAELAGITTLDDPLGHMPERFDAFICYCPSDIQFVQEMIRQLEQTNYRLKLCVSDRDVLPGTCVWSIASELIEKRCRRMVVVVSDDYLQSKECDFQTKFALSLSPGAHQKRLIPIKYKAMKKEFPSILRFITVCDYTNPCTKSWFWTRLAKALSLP
Target sequence (Q9NR96 whole entry, looked up): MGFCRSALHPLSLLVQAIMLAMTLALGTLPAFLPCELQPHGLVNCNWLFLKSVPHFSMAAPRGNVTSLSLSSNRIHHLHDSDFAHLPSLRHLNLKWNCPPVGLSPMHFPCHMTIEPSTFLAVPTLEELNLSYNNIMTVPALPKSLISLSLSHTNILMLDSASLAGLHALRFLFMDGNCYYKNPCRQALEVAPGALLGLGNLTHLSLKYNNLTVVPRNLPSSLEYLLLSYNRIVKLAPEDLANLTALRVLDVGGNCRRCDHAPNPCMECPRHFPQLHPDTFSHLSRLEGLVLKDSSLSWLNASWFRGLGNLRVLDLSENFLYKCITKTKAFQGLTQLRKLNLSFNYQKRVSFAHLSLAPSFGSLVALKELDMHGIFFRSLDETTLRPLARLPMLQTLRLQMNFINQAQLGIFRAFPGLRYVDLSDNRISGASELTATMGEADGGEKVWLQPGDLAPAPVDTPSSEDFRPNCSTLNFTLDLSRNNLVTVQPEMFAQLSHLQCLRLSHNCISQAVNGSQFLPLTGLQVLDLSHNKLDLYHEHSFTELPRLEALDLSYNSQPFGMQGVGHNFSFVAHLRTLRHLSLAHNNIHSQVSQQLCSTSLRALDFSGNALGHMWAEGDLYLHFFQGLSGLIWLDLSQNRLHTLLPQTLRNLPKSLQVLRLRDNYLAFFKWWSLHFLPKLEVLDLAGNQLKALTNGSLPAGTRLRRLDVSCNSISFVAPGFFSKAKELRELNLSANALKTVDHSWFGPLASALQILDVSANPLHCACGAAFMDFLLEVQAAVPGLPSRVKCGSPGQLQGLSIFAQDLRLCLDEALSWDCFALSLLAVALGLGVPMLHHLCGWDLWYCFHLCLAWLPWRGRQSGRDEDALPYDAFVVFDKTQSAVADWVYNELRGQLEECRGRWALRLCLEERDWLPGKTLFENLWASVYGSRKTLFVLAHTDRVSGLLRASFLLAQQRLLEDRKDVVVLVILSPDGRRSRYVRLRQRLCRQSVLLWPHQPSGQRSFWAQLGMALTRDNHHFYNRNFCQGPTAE
NR5A2 inv ag – inverse agonists of human LRH-1 (NR5A2). HEK293T StAR-luciferase reporter, LRH-1 transfected, 24 h. inhibition, % at 3.6 µM. 0.13% of 360,000 active;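 active means inhibition above the mean inhibition of all tested compounds plus 3 SD, cut at about 73% in these data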;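 further: 0% = DMSO wells and 100% = reporter-only cells lacking LRH-1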
NCOA2 inhibitor – inhibits human steroid receptor coactivator 2; Q15596; HEK293 GAL4-SRC2 luciferase reporter, luminescence; inhibition, % at 9 µM; 0.17% of 370,000 active; AID 651957;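 active means inhibition above the mean inhibition of all tested compounds plus 3 SD, set per campaign, cut at about 52% in these data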;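 further: 0% = DMSO treated cells and 100% = cells given Gossypol at 36 µM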
C8 TRAIL sens – sensitizes caspase-8 expressing cells to TRAIL | 1% of 360,000 active | inhibition (viability loss, TRAIL sensitization), % at 10 µM | NB7+C8 cells + TRAIL, ATPlite viability luminescence;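 active means compounds causing at least 50% loss of cell viability in the single-dose screen, relative to plate controls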
Vif imaging – inhibitors of HIV Vif; HEK293T cells, Vif self-association by quenched fluorescence, imaging, 24 h; inhibition, % at 7.49 µM; 0.35% of 340,000 active; in the data active means inhibition above about 50%, passing the limit was not always enough; further: some results filed as inactive read as strong as hits
COUP-TFII inh – blocks human COUP-TFII nuclear receptor. P24468. HEK293T NGFI-A luciferase reporter, luminescence. inhibition, % at 8.6 µM. 0.7% of 370,000 active. AID 686940;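 active means inhibition above a per-plate cutoff, mean inhibition of test wells between control levels plus 3 SD, cut at about 38% in these data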;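 further: cells cotransfected with COUP-TFII expression vector driving the NGFI-A reporter; 0% = median of COUP-TF2 test wells and 100% = reporter-only cells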
TROY signal inh – TROY signaling inhibition | Q293 LMP1-TROYcd NF-kB luciferase reporter, 4 h | 0.98% of 360,000 active | AID 1347056 | inhibition, % at 10 µM;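 active means compounds whose plate-normalised and pattern-corrected inhibition of the luciferase reporter signal at the single screening dose is 50% or more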
Starred values were filed as active, the others as inactive; . = no result given. This is a subset, so the mix of outcomes need not match the whole.

SMILES	SRC1 inh	SRC3 inh	NOD2 RIPK2 PPI	EBV LMP1 NFkB	TLR9-MyD88 block	NR5A2 inv ag	NCOA2 inhibitor	C8 TRAIL sens	Vif imaging	COUP-TFII inh	TROY signal inh
CC(=O)Nc1ccc(S[C@@H](CCN2CC[C@H](C(C)(C)C)CCC2=O)c2ccccc2)cc1	1	-2	6	5	-12	14	-1	5	-6	1	30
O=C(COC(=O)C1CC1)Nc1ccc(N=Nc2ccccc2)cc1	-92	-73	-6	-36	2	-145	-24	35	-1	-34	-29
O=C(C[C@H]1CC[C@@H]2[C@H](COC[C@@H](O)CN2Cc2cccc(F)c2)O1)NCC1CCCCC1	.	.	0	.	.	-20	-42	-17	.	3	.
O=C(COC(=O)c1ccc([N+](=O)[O-])s1)Nc1ccc(F)cc1	-25	10	4	15	-3	6	-11	1	1	8	-3
O=C(O)CC(NNC(=O)c1ccccc1)C(=O)Nc1cccc([N+](=O)[O-])c1 (centres undefined)	-48	-24	10	2	2	-7	-6	-4	-15	-16	-53
CC1=C(C(=O)OCCCCCl)C(c2cc3c(cc2Br)OCO3)NC(=O)N1 (centres undefined)	11	16	-10	0	-10	16	-27	7	1	22	-7
COc1cc(Cl)c(C)cc1NC(=O)CSc1nnc(CCC(=O)O)c(=O)[nH]1	-52	3	4	-11	3	29	0	-3	17	-1	19
Cc1ccc(C(=O)C=CNNC(=O)c2ccccc2)cc1	-64	-80	18	4	-7	-37	-28	7	-6	-19	-4
Cc1ccc(C(=O)OCC(=O)Nc2cccc(Br)c2)s1	3	17	7	1	-5	-23	-25	1	5	2	-1
COc1ccc(C2C(C(=O)NCc3ccco3)c3ccccc3C(=O)N2C)cc1 (centres undefined)	10	12	-17	-3	5	7	-27	7	-6	11	6
Cc1ccc(Cl)cc1N1CCN(Cc2nc3c(c(=O)[nH]c(=O)n3C)n2Cc2ccccc2F)CC1	-7	12	11	-4	13	-3	-11	14	8	5	-17
O=C(Nc1ccc2c(c1)OCCO2)C1CCCN(S(=O)(=O)Cc2ccccc2)C1 (centres undefined)	-3	-7	-3	3	-3	11	11	8	.	1	24

Results in TROY signal inh and Vif imaging, for some of the entries so far:
SMILES,TROY signal inh,Vif imaging
Cc1ccc(C(=O)C=CNNC(=O)c2ccccc2)cc1,-4,-6
Cc1ccc(C(=O)OCC(=O)Nc2cccc(Br)c2)s1,-1,5
COc1ccc(C2C(C(=O)NCc3ccco3)c3ccccc3C(=O)N2C)cc1 (centres undefined),6,-6
Cc1ccc(Cl)cc1N1CCN(Cc2nc3c(c(=O)[nH]c(=O)n3C)n2Cc2ccccc2F)CC1,-17,8
O=C(Nc1ccc2c(c1)OCCO2)C1CCCN(S(=O)(=O)Cc2ccccc2)C1 (centres undefined),24,.

Carrying on.
SMILES	SRC1 inh	SRC3 inh	NOD2 RIPK2 PPI	EBV LMP1 NFkB	TLR9-MyD88 block	NR5A2 inv ag	NCOA2 inhibitor	C8 TRAIL sens	Vif imaging	COUP-TFII inh	TROY signal inh
c1cc(-c2cnc3cccnn23)c2cccnc2c1	63*	58	5	.	.	25	66*	8	-9	46*	36
CC(=O)N/C(=C\c1ccc(Cl)cc1)C(=O)O	19	3	-2	.	.	1	16	-9	-4	-14	-13
CCCC(=O)N1CC(=O)Nc2ccc(C)cc2C1c1ccc(F)cc1 (centres undefined)	2	-31	-3	2	6	-9	0	-10	-1	-5	-4
Cc1cc(C(=O)Nc2ccc(N3CCOCC3)c(Cl)c2)c(C)o1	-6	-3	-17	-13	-7	2	-3	-1	-5	6	-8
CN(c1ccccc1)S(=O)(=O)c1cccc(C(=O)OCC(=O)Nc2ccc3[nH]c(=O)[nH]c3c2)c1	-8	-4	-3	1	3	17	6	-12	0	-8	0
COc1ccc(C(=O)Nc2cc(OC)ccc2OC)cc1	-27	-1	0	-1	-8	-1	-12	2	0	-14	-40
O=C1CC(c2ccccc2)C(C(=O)Nc2ccccc2F)N1 (centres undefined)	2	15	0	4	-1	-5	-24	3	1	4	2
COc1ccc(CNC(=O)CCN2C(=O)c3ccccc3C2=O)cc1	6	-4	3	-7	2	-17	3	-9	7	16	2
C[C@@H]1NS(=O)(=O)[C@H]2C[C@@H]3C=C[C@]2(O3)[C@H]1OC(=O)Nc1ccc(C(F)(F)F)cc1[N+](=O)[O-]	-13	6	3	-3	10	-2	11	-5	50	9	3
COc1ccc(-n2nnnc2SCC(=O)NC2CCS(=O)(=O)C2)cc1 (centres undefined)	5	12	-3	1	-8	2	-14	16	18	0	-16
O=C(NC1CCS(=O)(=O)C1)Oc1ccccc1 (centres undefined)	4	12	1	5	1	-20	-1	-11	-2	10	17
CN(C)c1ccc(C2NCCS2)cc1 (centres undefined)	-6	3	-1	-16	-3	-6	-5	-21	0	-7	4
CCOC(=O)Cc1csc(NC(=O)CN2CCOCC2)n1	-8	-5	-1	-18	1	8	-1	-7	11	6	-2
CCN(CC(=O)Nc1ccc2c(c1)OCCO2)C(=O)COc1cc(C)ccc1Cl	-2	-24	-4	1	4	-4	-59	11	9	2	-3
Cc1ccc(NC(=S)N(CCCN2CCCC2)Cc2cccn2Cc2ccc(Cl)cc2)cc1C	-12	12	14	7	4	0	-12	16	-3	-6	0
Cc1cc(CN(C)C(=O)CC2C(=O)NCCN2CC(c2ccccc2)c2ccccc2)on1 (centres undefined)	-15	20	-4	3	10	-1	9	-13	-20	8	-1
O=C(NCc1cccc(C(F)(F)F)c1)c1ccc[nH]1	-15	9	8	4	-7	7	-3	-2	-3	17	-11
COc1ccc2oc(=O)c(C(=O)N3CCN(C(=O)c4ccco4)CC3)cc2c1	-7	3	-3	6	-7	10	-17	-10	0	2	-8
C[C@H](CO)N1C[C@H](C)[C@@H](CN(C)S(=O)(=O)c2ccc(F)cc2)Oc2c(NC(=O)Cc3ccccc3)cccc2C1=O	6	12	-1	-1	4	14	-33	6	.	7	9
CN1CCN(C(=O)/C=C/c2ccc(C#N)cc2)CC1	11	5	9	3	-8	12	-24	-14	.	3	4
O=C(CCn1c(=O)oc2ccc(Cl)cc21)NCCCN1CCOCC1	17	0	-6	-4	-16	-16	-6	-8	-4	0	1
CC(C)[C@H](NC(=O)c1ccc(F)cc1)C(=O)N(C)Cc1cccs1	-4	-15	9	-3	7	2	8	-3	-2	11	0
COc1ccc(Cl)cc1NC(=O)Nc1cnccn1	-8	18	-14	7	-3	22	-13	5	-10	13	20
Cc1ccccc1Nc1c(F)c(F)c(F)c(F)c1C(=O)O	1	9	-1	-2	-4	0	14	-3	3	10	-2
CC1Cc2ccccc2N1Cc1cc(=O)n2ccsc2n1 (centres undefined)	-26	-15	4	-13	-1	17	-34	13	5	-5	0
CCOC(=O)c1ccc2c(c1)[n+](CC)c(C)n2-c1ccccc1	-1	0	-2	-1	-5	-2	1	-5	.	7	1
CC(C)C[C@@H](CNCC(=O)[C@H](C)NC(=O)c1[nH]cnc1C(=O)N[C@@H](C)CN)NC(=O)c1nc[nH]c1C(=O)N[C@@H](CO)C(=O)O	7	10	-3	-2	2	-4	-3	-14	.	5	-12
S=c1[nH]nc(CCc2ccc(Cl)cc2)o1	0	9	-4	-5	4	6	-7	-6	22	-11	-7
COc1ccc(-n2nc([N+](=O)[O-])c(=NCCc3ccc(OC)c(OC)c3)n2O)cc1	13	13	3	7	-1	-8	8	6	-12	4	5
S=c1[nH]nc(C2CCCCC2)n1/N=C/c1ccccc1Br	-31	-2	0	5	6	7	13	-5	8	-1	3
CC(=O)OCC(=O)[C@@]1(O)CCC2C3CCC4=CC(=O)CCC4(C)C3C(=O)CC21C (some centres undefined)	5	-6	-3	-3	-8	-17	-9	1	-12	-17	26
COc1ccc(OC)c(NC(=O)Nc2cccnc2)c1	-12	16	5	-3	-1	9	0	13	-5	-9	-13
Cc1cc(Cl)c2oc(C(=O)N3CCN(C4CCS(=O)(=O)C4)CC3)c(C)c2c1 (centres undefined)	15	10	0	1	2	-4	-29	11	-4	-7	-6
CCCCn1nnnc1NCc1cccc(OC)c1OC	12	9	-6	-3	2	24	-6	-18	.	-11	8
Cn1c(SCC(=O)NCc2ccc3c(c2)OCO3)nnc1C1COc2ccccc2O1 (centres undefined)	6	12	-14	-9	-5	7	-7	-7	-1	9	7
COc1ccc(C(=O)NC(CC(=O)O)c2cc([N+](=O)[O-])ccc2Cl)c(SC)c1 (centres undefined)	-10	5	2	0	-2	-3	14	-6	4	-17	4

At a glance, some entries already given:
SMILES	SRC1 inh	SRC3 inh	NOD2 RIPK2 PPI	EBV LMP1 NFkB	TLR9-MyD88 block	NR5A2 inv ag	NCOA2 inhibitor	C8 TRAIL sens	Vif imaging	COUP-TFII inh	TROY signal inh
COc1ccc(OC)c(NC(=O)Nc2cccnc2)c1	-12	16	5	-3	-1	9	0	13	-5	-9	-13
Cc1cc(Cl)c2oc(C(=O)N3CCN(C4CCS(=O)(=O)C4)CC3)c(C)c2c1 (centres undefined)	15	10	0	1	2	-4	-29	11	-4	-7	-6

More records follow:
SMILES	SRC1 inh	SRC3 inh	NOD2 RIPK2 PPI	EBV LMP1 NFkB	TLR9-MyD88 block	NR5A2 inv ag	NCOA2 inhibitor	C8 TRAIL sens	Vif imaging	COUP-TFII inh	TROY signal inh
CN(C)c1c(N)[nH]c2c(c1=O)c(=O)n(C)c(=O)n2C	-10	-24	-3	6	6	-29	-14	-6	-5	16	-5
Cc1ccc(NC(=O)COC(=O)Cn2ccc(=O)[nH]c2=O)cc1C	0	12	-3	-3	-5	1	14	4	8	-15	-13
O=C(O)Cn1c(SC2CCCCC2)nc2ccccc21	7	-13	-4	-4	7	-14	-8	3	11	-7	3
O=C1C=CN(C(=O)Oc2ccccc2)CC1	-3	10	-1	-1	-5	13	-9	14	7	2	13
CN(C(=O)COC(=O)c1ccccc1SCC(=O)NC1CCCCCCC1)C1CCS(=O)(=O)C1 (centres undefined)	-5	15	0	1	2	-13	7	-5	0	-7	-5

Ordered by length of the SMILES (highest first): 7 of the compounds above.
SMILES	SRC1 inh	SRC3 inh	NOD2 RIPK2 PPI	EBV LMP1 NFkB	TLR9-MyD88 block	NR5A2 inv ag	NCOA2 inhibitor	C8 TRAIL sens	Vif imaging	COUP-TFII inh	TROY signal inh
C[C@H](CO)N1C[C@H](C)[C@@H](CN(C)S(=O)(=O)c2ccc(F)cc2)Oc2c(NC(=O)Cc3ccccc3)cccc2C1=O	6	12	-1	-1	4	14	-33	6	.	7	9
O=C(C[C@H]1CC[C@@H]2[C@H](COC[C@@H](O)CN2Cc2cccc(F)c2)O1)NCC1CCCCC1	.	.	0	.	.	-20	-42	-17	.	3	.
CC(=O)OCC(=O)[C@@]1(O)CCC2C3CCC4=CC(=O)CCC4(C)C3C(=O)CC21C (some centres undefined)	5	-6	-3	-3	-8	-17	-9	1	-12	-17	26
COc1cc(Cl)c(C)cc1NC(=O)CSc1nnc(CCC(=O)O)c(=O)[nH]1	-52	3	4	-11	3	29	0	-3	17	-1	19
COc1ccc(CNC(=O)CCN2C(=O)c3ccccc3C2=O)cc1	6	-4	3	-7	2	-17	3	-9	7	16	2
O=C(NC1CCS(=O)(=O)C1)Oc1ccccc1 (centres undefined)	4	12	1	5	1	-20	-1	-11	-2	10	17
S=c1[nH]nc(CCc2ccc(Cl)cc2)o1	0	9	-4	-5	4	6	-7	-6	22	-11	-7
